# DUSP3 inh: inhibitors of human VHR1 phosphatase (DUSP3). 50,000 compounds, 0.7% hits. P51452. inhibition, % at 20 µM. recombinant VHR phosphatase, colorimetric substrate read-out; in the data active = inhibition above about 60%; also: some results filed as inactive read as strong as hits
# Target sequence (P51452 whole entry, looked up): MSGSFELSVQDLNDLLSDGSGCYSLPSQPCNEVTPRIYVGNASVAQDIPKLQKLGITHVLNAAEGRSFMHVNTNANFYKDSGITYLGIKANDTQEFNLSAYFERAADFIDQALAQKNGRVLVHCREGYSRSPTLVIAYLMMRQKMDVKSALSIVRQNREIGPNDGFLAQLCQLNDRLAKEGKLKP
# Active calls of the source: *.
nr	canonical_smiles	DUSP3 inh
1	COc1ccc(OC)c(NC(=O)c2ccccc2C)c1	-4.8
2	CCn1c2ccccc2c2nnc(SCC(=O)Nc3cc(C)ccn3)nc21	6.7
3	O=C(COc1ccccc1[N+](=O)[O-])Nc1ccc(N2CCOCC2)c(Cl)c1	-7.3
4	C=CCN=C(C)C1=C(O)c2ccccc2C1=O	10.1
5	COc1ccc(Cl)cc1C(=O)Nc1nc2ccc(Cl)cc2s1	23.1
6	COc1ccc(NC(=O)CN(c2ccccc2Cl)S(C)(=O)=O)c(OC)c1	-1.0
7	CCOc1ccc2nc(SCc3c[nH]c4cc([N+](=O)[O-])ccc34)sc2c1	3.0
8	O=C(c1cc2cc(Br)ccc2oc1=O)N1CCSC1c1ccc([N+](=O)[O-])cc1 (stereo not drawn)	2.2
9	COc1ccc(/C=N/N(C)c2cc(C)nc(-c3ccccc3O)n2)cc1	-0.7
10	CCC1CCc2c(sc(NC(=O)Cc3ccccc3)c2C(=O)OC)C1 (stereo not drawn)	32.7
11	O=C(c1cnn2c(C(F)(F)F)cc(-c3cccs3)nc12)N1CCOCC1	-4.7
12	O=C(Nc1ccc(Cl)cc1C(=O)c1ccccc1Cl)c1ccco1	-3.4
13	Cc1ccc(N=Cc2ccc(O)cc2O)c(C)c1	8.0
14	CCN(CC)c1ccc(C2NC(=O)NC(C)=C2C(=O)OCc2ccc(OC)cc2)cc1 (stereo not drawn)	-17.6
15	O=C(NN(C(=O)C1CC1)c1nc2ccccc2s1)C1CC1	1.3
16	CCN(CC)CCN1C(=O)C(O)=C(C(=O)/C=C/c2ccccc2)C1c1ccccc1OC (stereo not drawn)	-8.0
17	CCOc1ccc(NC(=O)c2c(-c3ccccc3Cl)noc2C)c([N+](=O)[O-])c1	-17.1
18	CCOc1ccc(-c2nc(Cc3c(F)cccc3Cl)no2)cc1	-9.5
19	CCOc1ccc(N2C(=O)/C(=C/c3ccccc3OC)SC2=S)cc1	-74.5
20	COc1cc(C(=O)O)cc(OC)c1OC(=O)c1cc(C)c(C)o1	3.4
21	O=c1c2ccccc2nc(SCc2ccc([N+](=O)[O-])cc2)n1-c1ccccc1	11.6
22	O=C(c1ccccc1Cl)N(C1CCCCC1)C1CCCCC1	10.8
23	COc1cc(/C=N/n2c(SC)nnc(C(C)(C)C)c2=O)ccc1O	-12.3
24	O=C(NC1CCCCC1)Oc1ccc2oc(=O)sc2c1	-12.0
25	Nc1nnc(Cc2ccc(Br)cc2)s1	23.3
26	O=C(Nc1ccncc1)c1ccc([N+](=O)[O-])cc1	-16.7
27	COc1ccc(CNc2ccc(C)c(C)c2)c(OC)c1C	-7.9
28	COc1ccc(CC(=O)O/N=C(\N)Cc2ccc(Cl)cc2Cl)cc1OC	-1.7
29	CSc1nnc2c(n1)OC(c1ccc(OCc3ccccc3)cc1)Nc1ccccc1-2 (stereo not drawn)	-20.9
30	COCCNC(=O)c1cc2n(n1)C(C(F)(F)F)CC(c1ccc(F)cc1)N2 (stereo not drawn)	-23.0
31	Nc1nnc(SCC(=O)Nc2ccc3nc(SCC(=O)Nc4ccccc4)sc3c2)s1	1.8
32	COc1ccc(C(=O)N2CCN(Cc3ccncc3)CC2)cc1OC	-2.8
33	Cc1ccc2[nH]c3c(c2c1)CC/C(=C/N(C)C)C3=O	33.9
34	C=CCn1c(/N=C/c2ccc3c(c2)OCO3)nc2ccccc21	-4.8
35	O=c1oc2ccccc2c(O)c1Cc1ccccc1	-8.9
36	O=C(CN(c1ccc(F)cc1)S(=O)(=O)c1ccccc1)N1CCOCC1	11.4
37	COc1ccc2[nH]cc(CCNC=O)c2c1	3.0
38	O=C(CSc1nnnn1-c1ccccc1)N1c2ccccc2Sc2ccccc21	8.0
39	COCCCNS(=O)(=O)c1ccccc1[N+](=O)[O-]	-2.2
40	CC(C)Cc1cc(C(=O)O)c2ccccc2n1	-15.0
41	NC(=O)c1c(NC(=O)/C=C/C(=O)O)sc2c1CCCC2	6.6
42	O=C1Nc2ccccc2/C1=N/N=C/c1ccc(-c2ccc(Cl)cc2)o1	-8.7
43	O=[N+]([O-])c1ccc(NCCCO)c2ncccc12	-16.3
44	O=[N+]([O-])c1ccc(-c2ccc(/C=N/NS(=O)(=O)c3ccc(Cl)cc3)o2)cc1	-8.7
45	COc1ccc(CCNC(=O)c2ccc(OC)c(OC)c2)cc1	-11.2
46	CCOC(=O)c1cnn2c(C(F)(F)F)cc(-c3ccco3)nc12	4.3
47	CCOc1ccc2c(c1)C(C)CC(C)(C)N2C(=O)Nc1ccccc1 (stereo not drawn)	13.7
48	NC(=O)c1cccc(N=Cc2ccc[nH]2)c1	-4.3
49	N#Cc1c(-c2ccco2)cc(-c2ccccc2)[nH]c1=S	-6.6
50	COc1ccc(OC)c(NC(=O)C2C3CCC(C3)C2C(=O)O)c1 (stereo not drawn)	-11.9

# Other records follow.
nr	canonical_smiles	DUSP3 inh
51	Cc1cc(C)cc(NS(=O)(=O)c2cccc([N+](=O)[O-])c2)c1	-8.2
52	O=C1NC(=O)C(=Cc2cn(CCOc3ccc(Br)cc3)c3ccccc23)C(=O)N1	-8.4
53	O=C(NC1CCCCC1)C1CC(=O)N(c2ccc(Br)cc2)C1 (stereo not drawn)	-6.3
54	O=C1NC(=O)N(c2ccccc2F)C(=O)/C1=C/c1ccc(Sc2ccccc2)o1	37.1
55	CS(=O)(=O)N(CC(=O)NCCc1ccccc1)c1ccc(Cl)cc1	-8.2
56	C=C(C)CC1Nc2ccccc2NC1CC(=C)C (stereo not drawn)	10.8
57	CC(C)CNC(=O)CC(c1ccccc1)c1c(O)ccc2ccccc12 (stereo not drawn)	-1.3
58	COc1cccc(N(CC(=O)Nc2cc(C)cc(C)c2)S(=O)(=O)c2ccccc2)c1	-41.9
59	Cc1ccc(-n2c(-c3ccccc3)n[nH]c2=S)cc1	-6.6
60	O=S(=O)(Nc1ccccc1F)c1ccc(F)cc1	-16.7
61	CC(C)(C)c1ccc(C(=O)NNC(=O)c2ccc([N+](=O)[O-])cc2[N+](=O)[O-])cc1	-25.6
62	Nc1nc(-c2ccccc2)c(N)c(-c2ccccc2)n1	-23.8
63	CCOC(=O)CNC(=O)c1ccc(Br)o1	-24.2
64	O=C(CSc1cccc2cccnc12)OCC(=O)c1ccccc1	-1.6
65	CCCCCCNC(=O)c1ccc(F)cc1	-19.4
66	CCc1ccccc1NC(=O)C1CC(=O)N(c2ccc(C)cc2)C1 (stereo not drawn)	-2.7
67	Cc1onc(-c2ccccc2)c1C(=O)Nc1ccc([N+](=O)[O-])cc1Cl	-45.0
68	COc1cc2c(cc1NS(=O)(=O)c1cccc([N+](=O)[O-])c1)oc1ccccc12	5.4
69	COc1ccc2c(c1)nc(SCc1ccc(Cl)cc1)n2C	-19.9
70	COC(=O)c1ccccc1NC(=O)COc1ccccc1	-8.7
71	O=C(Nc1ccc(F)cc1)C1COc2ccccc2O1 (stereo not drawn)	2.8
72	O=C(CSc1nc2ccc(NC(=O)c3ccc(Cl)cc3Cl)cc2s1)Nc1ccccc1	-13.0
73	Cc1cc(C)c(S(=O)(=O)Nc2ccc(C(N)=O)cc2)c(C)c1	0.9
74	COc1ccc(Cl)cc1NC(=O)C(=O)NCc1ccc(C)cc1	-14.2
75	COc1ccc(N2C(=O)CC(N3CCSCC3)C2=O)cc1 (stereo not drawn)	-32.0

# Structural class: those above with a thiophene ring, fused or not
nr	canonical_smiles	DUSP3 inh
10	CCC1CCc2c(sc(NC(=O)Cc3ccccc3)c2C(=O)OC)C1 (stereo not drawn)	32.7
11	O=C(c1cnn2c(C(F)(F)F)cc(-c3cccs3)nc12)N1CCOCC1	-4.7
41	NC(=O)c1c(NC(=O)/C=C/C(=O)O)sc2c1CCCC2	6.6

# Next results
nr	canonical_smiles	DUSP3 inh
76	Cc1c(Cl)c(=O)oc2cc(OCc3ccc(Cl)cc3)ccc12	9.5
77	O=c1oc2cc(OCc3c(F)cccc3Cl)ccc2c2c1CCCC2	-3.5
78	COc1cc(C2C(C(=O)/C=C/c3ccccc3)=C(O)C(=O)N2CCCCCC(=O)O)ccc1O (stereo not drawn)	-3.1
79	Cc1cc(C)n(C(=O)CCCOc2ccc(Cl)cc2Cl)n1	-11.5
80	O=C(Nc1ccc(Cl)c(Cl)c1)Nc1ccccc1C(=O)O	2.8
81	Brc1ccc(OCCN2CCCC2)cc1	-11.1
82	Cc1c(Cl)cccc1NC(=O)C1C(C)(C)C1(C)C	-6.4
83	Cc1cc(I)ccc1NC(=O)c1ccccc1Cl	23.9
84	C(=N\n1cnnc1)/c1cccc(OCCOc2ccc(C3CCCCC3)cc2)c1	103.5*
85	Cc1ccc(S(=O)(=O)N(Cc2ccccc2)c2ccccc2C(=O)NCCc2ccccc2)cc1	-4.0
86	O=C(Nc1cccnc1)C1(c2ccccc2)CCCC1	3.0
87	O=C(Nc1ccc(Cl)c(-c2nc3ccccc3o2)c1)c1ccc2ccccc2c1	6.1
88	COc1ccc(C2c3c(-c4ccccc4)n[nH]c3C(=O)N2c2ccccc2)cc1 (stereo not drawn)	3.8
89	COc1ccc(/C=C(\NC(=O)c2ccc(Cl)cc2)C(=O)NCc2ccco2)cc1OC	-1.2
90	Cc1onc(-c2c(Cl)cccc2Cl)c1C(=O)Nc1ccc(OCc2ccccc2)cc1	-29.6
91	O=C(CSc1ncc(-c2ccccc2)[nH]1)NCCOc1ccccc1	29.1
92	Clc1ccc(/C=N/Nc2nc(N3CCOCC3)nc(N3CCOCC3)n2)c(Cl)c1	-8.4
93	CCOc1cc(C(=O)Nc2ccccc2Br)cc(OCC)c1OCC	-0.6
94	CCc1cc2c(=O)c(-c3nc4ccccc4n3C)c(C)oc2c(CN2CCN(C)CC2)c1O	-24.2
95	O=C(NCC1CCCO1)c1nn2c(c1Br)NC(c1cccs1)CC2C(F)(F)F (stereo not drawn)	-36.4
96	O=C(O)CCCCCN1C(=O)C(=O)/C(=C(/O)c2ccc([N+](=O)[O-])cc2)C1c1ccccc1F (stereo not drawn)	-16.7
97	CCC(=O)Nc1nc(-c2ccccc2)nc(C)c1C(C)=O	3.5
98	O=C(CSc1nnnn1-c1ccccc1)c1ccc2c(c1)Cc1ccccc1-2	-9.0
99	COc1cc(C=O)c(Br)cc1OCc1ccc(Cl)cc1	0.3
100	Cc1ccc(N(CC(=O)Nc2ccc(Cl)cc2C)S(=O)(=O)c2ccc(F)cc2)cc1	16.4

# The last 2 compounds of the section before open the next one:
nr	canonical_smiles	DUSP3 inh
99	COc1cc(C=O)c(Br)cc1OCc1ccc(Cl)cc1	0.3
100	Cc1ccc(N(CC(=O)Nc2ccc(Cl)cc2C)S(=O)(=O)c2ccc(F)cc2)cc1	16.4
101	COc1cccc(C2C(C(=O)Nc3ccccc3)=C(C)N=c3s/c(=C/c4ccccc4OC)c(=O)n32)c1 (stereo not drawn)	-5.9
102	COc1ccc(Cl)cc1N=CC1=C(O)CC(C)(C)CC1=O	-12.1
103	Cc1cc(Cl)ccc1OCC(=O)Nc1ccc(Br)c(NC(=O)c2ccccc2)c1	-26.4
104	CCC(=O)N1c2ccccc2NC2=C(C(=O)CC(C)(C)C2)C1c1ccc([N+](=O)[O-])cc1 (stereo not drawn)	-8.4
105	Cc1ccc(C(=O)N/C(=C\c2ccco2)c2nc(=S)[nH][nH]2)cc1	-0.8
106	Cc1oc2c(CN3CCCC3)c(O)ccc2c(=O)c1-c1nc2ccccc2s1	-1.4
107	Cc1ccc(N2NC(=O)/C(=C/c3ccc(N(C)C)cc3)C2=O)cc1C	-14.7
108	COc1ccc(-c2cc(C(F)(F)F)n3ncc(C(=O)N4CCOCC4)c3n2)cc1OC	-3.1
109	COc1cc2c(C)nc3c(c(C)nn3-c3ccccc3)c2cc1OC	-6.6
110	CC(C)c1ccc(N(CC(N)=O)S(=O)(=O)c2ccccc2)cc1	-16.0
111	COc1ccccc1NC(=O)c1sc(N)c(C(=O)OC(C)C)c1C	-10.4
112	COc1ccccc1NC(=O)C(=O)NCc1cccnc1	-18.3
113	CC(=O)Nc1ccc(NS(=O)(=O)c2cc(C)ccc2C)cc1	-9.1
114	CCCC(=O)c1ccc(N2CCN(C(=O)c3ccccc3)CC2)c(F)c1	4.0
115	Cc1cc2nc(-c3ccc(NC(=O)c4cccnc4)cc3O)oc2cc1C	12.9
116	COc1ccc(CNC(=O)c2nn3c(c2Cl)NC(c2ccco2)CC3C(F)(F)F)cc1 (stereo not drawn)	0.6
117	NC1=NC(=O)/C(=C/c2ccc(OC(=O)c3ccc(Cl)c(Cl)c3)cc2)S1	-15.0
118	Cc1ccc(C2CC(C(F)(F)F)n3nc(C(=O)Nc4cc(C(F)(F)F)ccc4Cl)cc3N2)cc1 (stereo not drawn)	6.8
119	Cc1cccc(C(=O)N2N=C(c3ccc(F)cc3)CC2(O)C(F)(F)F)c1 (stereo not drawn)	-12.6
120	CCOC(=O)c1c(NC(C)=O)sc2c1CCc1ccccc1-2	-0.1
121	COc1ccc(-c2cc(C(=O)NCCc3ccc(OC)c(OC)c3)c3ccccc3n2)c(OC)c1	-41.4
122	CCOc1ccc(N2C(=O)NC(=O)/C(=C\C3C(=O)N(c4ccccc4)N=C3C)C2=O)cc1 (stereo not drawn)	-8.1
123	CC(C)c1ccc(NC2=NS(=O)(=O)c3ccccc32)cc1	-16.4
124	COc1cc2ccccc2cc1C(=O)Nc1cc(-c2nc3cc(C)ccc3o2)ccc1C	3.3
125	COc1ccccc1-c1coc2c(CN3CCC(C)CC3)c(O)ccc2c1=O	-21.8
126	O=C(c1cccs1)N1N=C(c2ccccc2)CC1c1ccccc1 (stereo not drawn)	-11.5
127	C=C(C)CSc1nnc2nc(C)cc(C)n12	13.3
128	CCN=C(Nc1ccc2c(c1)OCO2)SC1CC(=O)N(c2ccc(Cl)cc2)C1=O (stereo not drawn)	-1.0
129	COc1cccc(C2C3=C(NCCN=C3c3ccccc3)C(=O)N2c2ccccc2)c1 (stereo not drawn)	0.8
130	CCn1c(=O)c(C(=O)Nc2cccc(O)c2)c(O)c2ccccc21	8.0
131	Cc1ccccc1C(=O)Nc1cccc(NC(=O)c2ccc(-c3cccc(Cl)c3)o2)c1	-1.7
132	CC1(C)CC(NC(=O)CCc2ccccc2)CC(C)(C)N1	-18.4
133	CC(C)(C)c1cc(N2C(=O)C(=O)/C(=C(/O)c3ccc(Cl)cc3)C2c2cccc(F)c2)no1 (stereo not drawn)	61.6
134	COc1ccc(/C=N/OCC(=O)N2CCN(C(c3ccccc3)c3ccccc3)CC2)cc1OC	-7.8

# Screens as filed in PubChem BioAssay.

# Some of the compounds tested, so the mix of outcomes need not match the whole.
